PI5P4Ka inh – qHTS for Inhibitors of phosphatidylinositol 5-phosphate 4-kinase (PI5P4K). AID 652105, 2013. max response, %. PI5P4Kalpha enzyme, ADP-Glo luminescence, 60 min; hits give low values. 1.2% of 330,000 active. Phosphatidylinositol 5-phosphate 4-kinase type-2 alpha (Homo sapiens), P48426; active = max response of -50% or lower; inconclusive = between -30% and -50%; inactive = -30% or higher; note: value at the top dose of about 77 µM; % is set by controls: 0 for no effect and ±100 for the full control effect
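Quantitative HTS of the MLSMR library against PI5P4Kalpha with substrate. ATP added last at 5 microM final; room temperature, 60 minutes. Remaining ATP depleted, ADP converted and read as luminescence.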
PLK1 PBD block – qHTS for Inhibitors of PLK1-PDB (polo-like kinase 1 - polo-box domain): Primary Screen | Serine/threonine-protein kinase PLK1 (Homo sapiens), P53350 | Plk1 PBD binding of FITC phosphopeptide, fluorescence polarization | Potency, µM, for the others: max response, negative = inhibition, most hits filed as inhibitors | 2.8% of 360,000 active | AID 720504, 2013; note: potency is the fitted concentration of half-maximal effect; series mostly up to about 57 µM; % is set by controls: 0 for no effect and ±100 for the full control effect; nearly all actives have a fitted effect of over 65% in size
WRN helicase inh – qHTS for Inhibitors of WRN Helicase; WRN helicase unwinding, fluorescent forked duplex, kinetic; AID 651768, 2012; Potency, µM (doses to about 114 µM), for inactives: at the top dose activity change, negative = inhibition, hits mostly inhibitors; Bifunctional 3'-5' exonuclease/ATP-dependent helicase WRN (Homo sapiens), Q14191; 0.46% of 360,000 active; note: potency is the fitted concentration of half-maximal effect; % is set by controls: 0 for no effect and ±100 for the full control effect; nearly all actives have a fitted effect of over 55% in size
Target sequence (Q14191 whole entry, looked up): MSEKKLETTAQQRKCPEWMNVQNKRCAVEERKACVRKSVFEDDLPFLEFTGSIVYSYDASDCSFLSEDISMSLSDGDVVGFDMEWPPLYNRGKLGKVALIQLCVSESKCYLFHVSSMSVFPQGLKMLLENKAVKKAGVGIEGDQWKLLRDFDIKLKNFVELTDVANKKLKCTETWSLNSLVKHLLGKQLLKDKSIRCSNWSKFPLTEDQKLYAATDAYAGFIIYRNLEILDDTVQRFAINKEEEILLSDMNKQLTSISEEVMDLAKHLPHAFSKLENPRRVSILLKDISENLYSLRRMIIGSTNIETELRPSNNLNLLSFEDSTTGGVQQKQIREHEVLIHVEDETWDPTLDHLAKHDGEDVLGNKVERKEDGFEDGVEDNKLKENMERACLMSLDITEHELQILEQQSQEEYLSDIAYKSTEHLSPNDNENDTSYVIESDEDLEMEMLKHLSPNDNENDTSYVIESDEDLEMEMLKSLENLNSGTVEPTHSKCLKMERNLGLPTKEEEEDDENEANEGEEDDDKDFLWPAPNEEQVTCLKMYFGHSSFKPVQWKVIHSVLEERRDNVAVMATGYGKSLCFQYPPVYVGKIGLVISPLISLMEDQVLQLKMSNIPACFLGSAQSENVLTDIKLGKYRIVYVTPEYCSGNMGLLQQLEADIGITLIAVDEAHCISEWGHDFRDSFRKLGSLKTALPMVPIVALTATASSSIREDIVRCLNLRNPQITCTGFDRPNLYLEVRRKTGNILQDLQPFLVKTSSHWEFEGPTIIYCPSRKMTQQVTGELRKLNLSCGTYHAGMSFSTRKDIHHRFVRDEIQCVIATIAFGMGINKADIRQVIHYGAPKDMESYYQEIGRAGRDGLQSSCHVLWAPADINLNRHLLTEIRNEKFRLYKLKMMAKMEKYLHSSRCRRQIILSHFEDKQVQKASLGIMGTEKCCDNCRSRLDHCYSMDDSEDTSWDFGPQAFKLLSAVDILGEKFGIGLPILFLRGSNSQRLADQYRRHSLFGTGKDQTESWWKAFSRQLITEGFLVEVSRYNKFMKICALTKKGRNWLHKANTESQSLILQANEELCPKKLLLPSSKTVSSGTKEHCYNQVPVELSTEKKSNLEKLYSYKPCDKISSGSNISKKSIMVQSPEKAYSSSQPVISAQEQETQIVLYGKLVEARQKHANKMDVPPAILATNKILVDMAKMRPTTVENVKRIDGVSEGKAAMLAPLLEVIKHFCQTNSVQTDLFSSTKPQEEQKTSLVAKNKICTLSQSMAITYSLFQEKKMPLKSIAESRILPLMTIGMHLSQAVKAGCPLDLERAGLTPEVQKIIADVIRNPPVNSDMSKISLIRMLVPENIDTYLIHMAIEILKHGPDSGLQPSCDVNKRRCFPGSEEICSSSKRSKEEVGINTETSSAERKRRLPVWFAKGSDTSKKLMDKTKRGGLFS
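Screening of the MLSMR collection measured strand separation of a quenched forked DNA duplex (100 nM) by 20 nM WRN with 2 mM ATP, all final. Compounds were preincubated with enzyme 15 min at room temperature.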
DRD3 agonist – qHTS of D3 Dopamine Receptor Agonist: qHTS; D3R DiscoveRx beta-arrestin cells, luminescence, 90 min; max activation, %; D(3) dopamine receptor (Homo sapiens), P35462; 0.58% of 410,000 active; AID 652048, 2013; in the data active = max activation above about 30%; note: 0% is about no effect; mostly tested at two doses, the higher about 12 µM
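Agonist mode: compounds and dopamine controls were applied to plated cells for 90 min at 37 degrees C after an overnight attachment at 1500 cells/well. Luminescent read-out followed 30 - 60 minutes at room temperature with DiscoveRx detection reagent.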
IL-2 act – qHTS of IL-2 Activators | activation, % (series mostly up to about 46 µM) | IL-2 activation reporter assay, cell-based qHTS; stimulated with anti-CD3/CD4/CD28 beads; in transgenic mouse T cells | 0.065% of 360,000 active; in the data active = activation above about 50%; inconclusive = mostly about 30% to 49%; note: 0% is about no effect
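Readout: EGFP and DsRed signals by fluorescent plate cytometry. Unstimulated transgenic mouse T cells received compound 60 min before antibody-bead stimulation, then incubated 18 h at 37 degrees C.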
HEK293 tox – qHTS of GLP-1 Receptor Inverse Agonists: Cytotox Screen; 0.13% of 410,000 active; HEK293 cAMP-luciferase reporter cells, luminescence, 24 h; Potency, µM (series often up to 38.3 µM), without a hit: top-dose activity change, negative = inhibition, hits mostly inhibitors; AID 624418, 2012;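 note: loss of luciferase light is scored as toxicity; potency is the fitted concentration of half-maximal effect; % is set by controls: 0 for no effect and ±100 for the full control effect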
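MLSMR compounds, 24 hr on cells at 37 deg C/5% CO2; luminescence after luciferase reagent (12 min RT). Inhibition counted as the undesired cytotoxic outcome.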
GLP1R inv ag – qHTS of GLP-1 Receptor Inverse Agonists (Inhibition Mode). Glucagon-like peptide 1 receptor (Homo sapiens), P43220. HEK293 GLP-1R CRE-luciferase, luminescence, 24 h; GLP-1R form is constitutively active. Potency, µM (titrated, usually from 38.3 µM), inactives show at the top dose activity change, negative = inhibition, usual class: inhibitors. 1.6% of 410,000 active; note: potency is the fitted concentration of half-maximal effect; % is set by controls: 0 for no effect and ±100 for the full control effect; nearly all actives have a fitted effect of over 55% in size
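Readout was luciferase luminescence, measured 12 min after detection reagent at room temperature. Beforehand, GLP-1R reporter HEK293 cells had sat 12 h, then received compounds for 24 hr at 37 deg C.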
DRD3 antagonist – qHTS of D3 Dopamine Receptor Antagonist: qHTS. D3R cells, DiscoveRx beta-arrestin luminescence, antagonist mode; hits give low values. max response, negative = inhibition, %. 2.5% of 360,000 active. AID 652054, 2013; in the data active = max response below about -50%; inconclusive = no clear call, values can overlap the other calls; note: % is set by controls: 0 for no effect and ±100 for the full control effect; mostly tested at two doses, the higher about 12 µM
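Cells plated overnight at 1500 cells/well, then exposed to library compounds with dopamine controls for 90 minutes at 37 degrees C. DiscoveRx reagent added for 30–60 minutes at room temperature; luminescence read, quantitative HTS format.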
GLP-1R agonist – qHTS of GLP-1 Receptor Agonists; Glucagon-like peptide 1 receptor (Homo sapiens), P43220; HEK293 GLP-1R CRE-luciferase, luminescence, 4-6 h; cells express a hypersensitive GLP-1R form; Potency, µM (doses to about 45.6 µM), for inactives: at the highest dose activation, most hits filed as activators; 0.007% of 380,000 active; AID 624172, 2012; note: potency is the fitted concentration of half-maximal effect; % of control where 0% means no effect
* marks the source's active call; other numbers are inactive results; u = inconclusive; x = no result given; & = joins results of further samples; [ ] = another dose, or the depositor's remark. Unless noted, calls come from the whole dose curve; as a rule, active = well fitted curve in the direction sought with a large enough effect; inconclusive = small, poorly fitted or top-dose-only effect, or another doubt; inactive = no such curve, though single readings can be large; an effect the other way counts as inactive or inconclusive.

mol	PI5P4Ka inh	PLK1 PBD block	WRN helicase inh	DRD3 agonist	IL-2 act	HEK293 tox	GLP1R inv ag	DRD3 antagonist	GLP-1R agonist
C#CCN(C)CCCOc1ccc(Cl)cc1Cl	22.7	4.0%	-1.2%	-87.1&-21.9	-0.5	4.0%	-11.6%	u	4.1%&5.9%
COc1cc(C(N)=O)ccc1OCc1ccccc1	-3.5	-9.7%	0.4%	0.8	3.2	-4.9%	21.5%	6.9	3.7%
CCCOP(=O)(c1ccc(N(C)C)cc1)C(O)c1cc(OC)ccc1OC (configuration not stated)	-1.3	-12.5%	-3.8%	2.4	0.2	-1.4%	-0.8%	15.4	0.8%
CC1(C)OC(=O)N(CCC(=O)Nc2cccc(F)c2)C1(C)O (configuration not stated)	-5.8	3.1%	10.0%[57.1 µM]	7.1	-1.5	1.0%	1.0%	-12.7	-1.8%
Cc1csc(CN(C)C(=O)CC2C(=O)NCCN2CC(C)(C)C)n1 (configuration not stated)	3.7	0.2%	-17.7%	8.0	0.1	-4.8%	-8.7%	7.3	1.6%
C=CCNC(=S)N/N=C/c1ccc(C(F)(F)F)cc1	-7.2	5.8%	-4.2%	10.3	-0.2	u	u	3.2	-4.6%
COC(=O)CCCn1nc(NC(=O)c2ccco2)cc1C	1.3	-6.3%	-12.4%	0.5	-0.4	-8.3%	5.4%	24.7	-1.7%
O=C(c1cccs1)C1CCCN(Cc2nc(Cc3ccccc3F)no2)C1 (configuration not stated)	3.3	-1.2%	7.2%	7.8	-1.1	6.2%	-24.2%	13.8	-7.8%
COc1ccccc1Nc1nnc(C)c(=O)[nH]1	1.4	-1.8%	12.7%	-0.2	0.5	6.9%	-2.6%	-12.0	6.2%
O=C(N/N=C1/CC2C=CCC12)c1ccc(Br)o1 (configuration not stated)	-0.2	-7.8%	9.6%	7.5	-3.3	10.9%	19.4%	-8.8	-0.8%
CC(=O)Nc1ccc(-c2ccnc3c2CC(C)(C(=O)Nc2ccc(C(C)C)cc2)O3)cc1 (configuration not stated)	-10.2	-6.7%	-10.3%	-9.8	-0.8	-19.2%	u	-27.9	-3.3%
Cc1ccc(Nc2nc(C(=O)NCc3ccco3)cs2)cc1	x	-0.4%	-6.8%	-5.4	2.1	-66.1%	0.0%	25.0	13.4%
C=CCn1c(SCC(=O)Nc2nc3ccccc3s2)nc(O)c(CC)c1=O	-7.2	-9.6%	-20.1%	5.5	0.7	-11.5%	-39.3%	-12.5	11.5%
CCCCn1c(N)c(N(CCOC)C(=O)c2ccc(N3CCCC3)c([N+](=O)[O-])c2)c(=O)[nH]c1=O	-0.9	-8.1%	-9.5%	-5.2	-0.2	0.6%	0.4%	22.2	9.0%
Cc1cc(C)nc(NS(=O)(=O)c2ccc(NC(=O)c3ccccc3Br)cc2)n1	-23.8	-22.9%	-7.8%	-0.9	3.6	2.9%	9.6%	0.0	-7.2%
C=CCNC(=O)c1ccc(C(=O)c2ccccc2)cc1	x	0.2%	8.1%	4.8	-1.0	-3.3%	0.0%	16.3	-7.9%
CC(=O)c1cccc(NC(=O)c2cc(=O)[nH]c3ccc(S(=O)(=O)N4CCOCC4)cc23)c1	-11.8	0.9%	2.9%	4.9	0.3	5.9%	20.4%	-13.5	8.3%
COc1ccc(S(=O)(=O)N2CCN(C(=O)CN3C(=O)NC(C)(c4ccc5ccccc5c4)C3=O)CC2)cc1 (configuration not stated)	-0.6	3.2%	-5.1%	2.3	-0.6	-7.0%	u	10.5	-10.0%
CCOc1ccc2nc(C)cc(Nc3ccc4c(c3)OCCO4)c2c1	7.7	-6.1%	-7.7%[57.1 µM]	0.5	0.5	u	u	-10.5	1.3%
OC(CNCc1ccccc1)Cn1ccc2ccccc21 (configuration not stated)	0.0	-12.5%	1.7%	-10.4	-2.4	10.7%	u	-4.4	6.8%
CCOC(=O)c1cn(CC(=O)Nc2ccccc2C(=O)OCC)nn1	x	-7.2%	-0.4%	-5.7	-2.4	4.9%	1.8%	-71.6*	1.8%
Cc1ccc(C)c(SCC(=O)NNC(=O)c2csc(N3CCOCC3)n2)c1	0.2	-6.0%	2.7%	-2.7	-1.8	-4.0%	-14.8%	-3.7	3.0%
COC(=O)C[C@H]1C[C@H]2c3cc(NC(=O)CC4CC4)ccc3O[C@H]2[C@H](CO)O1	4.4	-7.3%	-2.7%	12.4	-0.7	1.8%	10.7%	22.4	-4.4%
Cc1ccc(C)c(NC(=O)CNC(=O)N2CC(=O)Nc3ccccc32)c1	3.4	-12.3%	2.8%	2.9	0.7	11.2%	10.6%	2.2	4.0%
Oc1cc2c(cc1CN1CCN(c3cccc(C(F)(F)F)c3)CC1)CCC2	13.9	-0.9%	-3.9%	0.5	1.7	2.8%	u	-29.3	-9.9%
COc1ccc(Cl)cc1NC(=O)CN(C)C(=O)Cn1cnnn1	4.0	-2.6%	4.0%	-8.8	-6.0	-2.2%	11.0%	1.8	-2.9%
CSc1ccccc1NC(=O)c1cc(CC(C)C)on1	-0.9	-15.5%	2.5%	-4.3	-2.7	6.3%	u	12.3	7.6%
Cc1ccc(C2C(C#N)=C(N)Oc3cc4c(cc32)OCO4)cc1 (configuration not stated)	-0.2	-5.3%	-4.2%	0.7	-0.9	-25.1%	u	14.6	5.9%
CC(C)OC(=O)C1OC1(C)c1ccccc1 (configuration not stated)	-3.8	-5.5%	-20.1%	1.5	1.1	-0.9%	11.9%	-10.0	1.2%
CCNC(=O)CC1SC(=Nc2ccc(C)cc2)N(CC)C1=O (configuration not stated)	-2.5	0.8%	-0.3%	-2.5	-0.2	-11.3%	6.5%	1.8	0.9%

Later entries:
mol	PI5P4Ka inh	PLK1 PBD block	WRN helicase inh	DRD3 agonist	IL-2 act	HEK293 tox	GLP1R inv ag	DRD3 antagonist	GLP-1R agonist
COc1ccc(CCC(=O)N2CCN(S(=O)(=O)c3ccc4ccccc4c3)CC2)cc1	-3.0	-2.6%	-7.3%	-2.6	-0.3	6.6%	-14.3%	9.2	12.3%
CC(C)(O)C#Cc1ccc(C(=O)N2CCN(C(=O)c3ccco3)CC2)cc1	5.5	-10.6%	3.7%	-1.7	3.9	-8.1%	-8.0%	-15.5	-12.5%
Brc1cccc(OCCCCn2cncn2)c1	-4.6	-11.0%	5.9%	-1.8	0.0	0.2%	3.9%	-2.6	-3.6%
O=Cc1cc(OCc2ccccc2)ccc1[B-](F)(F)F	-9.3	-17.2%	0.7%	-17.3	0.9	-19.9%	u	-1.2	5.5%
CCOc1cc(Br)cc(C(c2c(C(=O)O)[nH]c3ccccc23)c2c(C(=O)O)[nH]c3ccccc23)c1O	-10.0	15µM*	2.4%[11.6 µM]	1.9	-0.1	-22.3%	-8.5%	8.5	-1.4%
COC(=O)C1C2CC3c4[nH]c5cc(OC)ccc5c4CCN3CC2CC(OC2CCCCO2)C1OC (configuration not stated)	-3.3	11.1%	-1.9%	-7.6	6.9	36.5%	4.8%	7.9	-4.6%
Cc1ccccc1Nc1nc(N)nc(CSc2nncn2C)n1	2.3	-12.7%	-3.3%	-0.2	-0.1	14.4%	22.3%	7.6	1.0%
CCc1nn2c(=O)cc(COc3ccc(/C=C(\C#N)C(=O)Nc4ccc(C)cc4)cc3)nc2s1	x	x	x	-9.2	x	13.1%	-1.0%	x	0.1%
CCc1cc2ccccc2nc1SCC(=O)NC1CCCC1	-6.0	-14.2%	4.5%	-1.3	-0.1	11.2%	10µM*	7.4	17.5%
C[N+](C)(C)CCCN1C(=O)CCCC1=O	-7.0	-2.2%	-11.6%	1.0	-0.1	-3.0%	0.6%	-1.6	-4.9%
O=C(/C=C/Nc1ccc(F)cc1)c1ccco1	u	-10.4%	-3.8%	-6.8	0.5	-7.5%	-25.6%	-16.6	-17.4%
O=[N+]([O-])c1ccc(OCc2cccc(COc3ccc([N+](=O)[O-])cc3)n2)cc1	0.2	-5.3%	-1.8%	1.6	-0.8	0.0%	3.6%	19.1	0.8%
CC1(NC(=O)c2cc(Cl)nc3ccccc23)CCS(=O)(=O)C1 (configuration not stated)	1.8	-0.8%	-1.9%	7.8	1.3	-30.5%	-7.7%	-3.5	-0.8%
CC1(C)CC(=O)C/C(=N/NC(=O)COc2ccc(Cl)cc2Cl)C1	-0.2	0.4%	-3.1%	5.4	1.4	-13.4%	u	15.8	10.0%
CCOC(=O)C1=C(c2ccccc2)N=c2sc(=Cc3cc(OC)c(OC)c(OC)c3)c(=O)n2C1c1cccs1 (configuration not stated)	11.0	-15.0%	0.7%	-4.9	-0.3	25.0%	-6.8%	-9.2	-5.2%
O=C(NCc1ccncc1)Nc1ccccc1F	1.1	-8.7%	1.5%	2.8	-0.4	-9.9%	7.0%	11.8	-0.2%
COCCN1C=C(C(=O)OC)C(c2ccc3c(c2)OCO3)C(C(=O)OC)=C1	x	-4.5%	0.1%	-1.1	-0.7	5.0%	-8.5%	5.0	1.7%
CCOC(CCn1c(SCC(=O)Nc2cc(C)on2)nc2ccccc2c1=O)OCC	7.6	-0.9%	-2.8%	-3.7	-2.6	3.0%	-4.1%	-5.3	5.8%
O=C(CS(=O)(=O)c1ccccc1)Nc1nccs1	3.1	-14.2%	2.8%[57.1 µM]	8.5	0.2	2.8%	10.7%	1.3	6.9%
CN(C(=O)CSc1nc2scc(-c3ccccc3)c2c(=O)[nH]1)c1ccccc1	-15.9	u	-0.5%	-7.3	-0.6	-16.3%	u	0.7	4.5%
